Assay outcomes from PubChem.
PME-1 primary: PME-1 (human) inhibition | hit rate 0.53% among 320,000 | inhibition, % at 5.9 µM | recombinant PME-1, FP-Rh probe fluorescence polarization;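 active means inhibition above the campaign mean of all compounds plus 3 SD, cut at about 26% in these data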;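 further: competitive labeling of PME-1 active site by serine hydrolase directed probe; 0% = PME-1 with DMSO and 100% = wells lacking PME-1 enzyme; inhibitors block probe labeling so polarization falls and inhibition rises; many of its hits are not listed in these tables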
MCL1-BIM inh: inhibitors of human MCL1 binding to BIM-BH3 peptide. Q07820. GST-MCL1 / FITC-Bim-BH3 fluorescence polarization. inhibition, % at 10.9 µM. hit rate 0.68% among 320,000. AID 2057;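 active means inhibition above the mean inhibition of all tested compounds plus 3 SD, set per campaign, cut at about 40% in these data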;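 further: 0% = DMSO wells and 100% = unlabeled Bim-BH3 peptide control; higher means more loss of mP so more displacement of Bim peptide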
Bcl-xL primary: blocks human Bcl-xL binding to Bim BH3 peptide; Q07817; GST-Bcl-xL / FITC-Bim BH3 peptide fluorescence polarization; inhibition, % at 10.9 µM; hit rate 0.7% among 320,000; AID 2129;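 active means inhibition above the mean of all tested compounds plus 3 SD, cutoff set per campaign, cut at about 30% in these data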;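 further: 0% = DMSO wells and 100% = unlabeled Bim-BH3 peptide competitor; inhibitors lower millipolarization by displacing the labeled peptide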
MEX-5 binding: C. elegans MEX-5 TCR-2 RNA binding activity; Q9XUB2; MEX-5/FITC-TCR2 RNA binding, fluorescence polarization; active compounds read low; activity score (negative = inhibition of binding), % at 10 µM; hit rate 0.38% among 300,000;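 active means inhibition past about -25% in most replicates, and total fluorescence under double the plate's negative control median, limit read from the data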;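 further: 0% = DMSO and -100% = 5 µM competing unlabeled TCR2 RNA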
Target sequence (Q9XUB2 whole entry, looked up): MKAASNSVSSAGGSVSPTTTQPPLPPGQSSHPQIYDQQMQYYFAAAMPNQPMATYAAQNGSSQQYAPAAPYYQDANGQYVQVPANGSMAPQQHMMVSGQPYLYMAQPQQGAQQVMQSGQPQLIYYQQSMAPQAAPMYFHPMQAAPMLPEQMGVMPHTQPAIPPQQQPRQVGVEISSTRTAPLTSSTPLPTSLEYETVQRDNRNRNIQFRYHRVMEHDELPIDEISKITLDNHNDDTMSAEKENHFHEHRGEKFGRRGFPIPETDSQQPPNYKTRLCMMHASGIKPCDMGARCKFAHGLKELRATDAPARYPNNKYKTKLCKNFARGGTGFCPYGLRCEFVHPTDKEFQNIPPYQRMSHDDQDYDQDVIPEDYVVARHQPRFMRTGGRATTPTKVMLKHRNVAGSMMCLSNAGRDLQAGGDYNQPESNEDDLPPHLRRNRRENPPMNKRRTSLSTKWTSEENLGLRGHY
VLA-4 inh: inhibition in a human VLA-4 binding assay; P13612; VLA-4 expressing cells, ligand binding flow cytometry; inhibition, % (about 7 µM as worked out from the volumes in the protocol); hit rate 0.2% among 330,000; AID 2557; in the data active means inhibition above about 50%
GRK2 aptamer HTS: blocks RNA aptamer binding to human GRK2 | P25098 | bead flow cytometry, FAM-aptamer displacement from GRK2 | inhibition of aptamer binding, % at 10 µM | hit rate 0.59% among 330,000;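 active means inhibition of aptamer binding above 40%, roughly 3 SD of noise, on plates passing a quality check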;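 further: median bead fluorescence of bound FAM aptamer so fluorescent compounds give negative values; no value below 0 was filed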
GLD-1 RNA inh: GLD-1-TGE RNA interaction inhibition (C. elegans); hit rate 0.44% among 320,000; purified GLD-1 + fluorescein TGE RNA, fluorescence polarization; AID 2280; inhibition, % at 5.96 µM;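 active means percent inhibition above a per-plate cutoff, the plate mean of test compounds plus 3 SD, cut at about 30% in these data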;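 further: 0% = DMSO wells with GLD-1 and probe and 100% = wells lacking GLD-1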
Target sequence (Q17339 whole entry, looked up): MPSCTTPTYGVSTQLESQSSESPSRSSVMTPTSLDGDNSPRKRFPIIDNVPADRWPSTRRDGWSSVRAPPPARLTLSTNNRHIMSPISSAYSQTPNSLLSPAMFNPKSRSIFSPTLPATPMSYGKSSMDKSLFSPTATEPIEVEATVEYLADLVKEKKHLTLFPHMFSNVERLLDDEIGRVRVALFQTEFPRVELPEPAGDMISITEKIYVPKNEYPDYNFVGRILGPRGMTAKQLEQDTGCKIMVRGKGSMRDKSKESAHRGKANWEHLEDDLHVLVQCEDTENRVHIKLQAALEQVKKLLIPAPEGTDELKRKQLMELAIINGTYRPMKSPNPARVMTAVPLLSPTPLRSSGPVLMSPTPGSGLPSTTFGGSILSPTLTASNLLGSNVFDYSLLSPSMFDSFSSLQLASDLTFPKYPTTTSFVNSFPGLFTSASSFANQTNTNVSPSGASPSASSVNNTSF
Efflux pump mplx: antifungal efflux pump inhibition, Nile Red retention; S. cerevisiae Candida pump triplex; inhibition, % at 10 µM; hit rate 0.44% among 330,000;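 active means plate passing quality check with inhibition over a set limit, or well fluorescence over plate mean plus 4 SD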;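 further: Nile Red retained in pooled yeast measured as flow cytometry median fluorescence; 0% = buffer negative control and 100% = Enniatin B positive control; higher means more Nile Red kept so more efflux inhibition; some compounds called inactive have numbers as strong as hits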
Fam108B inh: Fam108B inhibition, counter-screen for RBBP9 inhibitors. recombinant Fam108B, FP-Rh probe fluorescence polarization. AID 1947. inhibition, % at 9.51 µM. hit rate 0.33% among 300,000;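 active means inhibition above the screen mean inhibition plus 3 SD, computed separately per campaign, cut at about 18% in these data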;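 further: inhibitors lower polarization as less probe binds the enzyme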
* marks the source's active call; other numbers are inactive results; . = not tested or not shown. Only part of the results is shown; count on the stated rates, not on these rows.

Sample of the layout, 6 compounds:
SMILES	PME-1 primary	MCL1-BIM inh	Bcl-xL primary	MEX-5 binding	VLA-4 inh	GRK2 aptamer HTS	GLD-1 RNA inh	Efflux pump mplx	Fam108B inh
C=CCN(Cc1nc(-c2ccc(OC)cc2)no1)C(=O)c1ccc2c(c1)OCO2	-5	-7	-2	-2.9	17	0	9	0.1	-1
Cc1ccc(-n2c(=O)c3sccc3n(Cc3cc(=O)n4cc(Cl)ccc4n3)c2=O)cc1F	1	-14	3	1.4	11	0	9	-0.1	-3
NC(=O)c1cc([N+](=O)[O-])ccc1NCc1ccc(O)cc1	12	9	7	.	19	6	11	-0.1	5
CCN1C(=O)[C@H]2[C@@H](c3ccc(-c4ccc(F)cc4)c(OC)c3)N3CCCC[C@@]3(C(=O)OC)[C@H]2C1=O	.	.	.	.	-12	1	-3	-0.3	.
Cc1ccc(S(=O)(=O)NNC(=O)C2CC=CCC2C(=O)O)cc1 (stereo not given)	2	-2	2	1.4	10	0	-8	0.3	2
COC(=O)C1=C(C)N(Cc2ccccc2)C(=O)N[C@H]1CCc1ccccc1	-3	0	4	-0.8	1	6	-2	-0.1	2

Main list (from the top)
SMILES	PME-1 primary	MCL1-BIM inh	Bcl-xL primary	MEX-5 binding	VLA-4 inh	GRK2 aptamer HTS	GLD-1 RNA inh	Efflux pump mplx	Fam108B inh
C=CCN(Cc1nc(-c2ccc(OC)cc2)no1)C(=O)c1ccc2c(c1)OCO2	-5	-7	-2	-2.9	17	0	9	0.1	-1
Cc1ccc(-n2c(=O)c3sccc3n(Cc3cc(=O)n4cc(Cl)ccc4n3)c2=O)cc1F	1	-14	3	1.4	11	0	9	-0.1	-3
NC(=O)c1cc([N+](=O)[O-])ccc1NCc1ccc(O)cc1	12	9	7	.	19	6	11	-0.1	5
CCN1C(=O)[C@H]2[C@@H](c3ccc(-c4ccc(F)cc4)c(OC)c3)N3CCCC[C@@]3(C(=O)OC)[C@H]2C1=O	.	.	.	.	-12	1	-3	-0.3	.
Cc1ccc(S(=O)(=O)NNC(=O)C2CC=CCC2C(=O)O)cc1 (stereo not given)	2	-2	2	1.4	10	0	-8	0.3	2
COC(=O)C1=C(C)N(Cc2ccccc2)C(=O)N[C@H]1CCc1ccccc1	-3	0	4	-0.8	1	6	-2	-0.1	2
O=C(NCC(=O)N(CCc1ccccc1)C(C(=O)NC1CCCCC1)c1ccncc1)c1ccco1 (stereo not given)	-8	8	7	2.3	-5	0	6	0.1	4
Cc1ccc(NS(=O)(=O)c2ccc(CCC(=O)NCCCOC(C)C)cc2)cc1	1	-1	2	1.7	25	1	-2	-0.1	-1
C=CCn1c(C(C)NC(=O)c2ccccc2C)n[nH]c1=S (stereo not given)	0	5	6	2.6	14	37	2	0.1	2
O=C1N(Cc2cccnc2)C[C@@H]2C[C@@H](c3ccc4nsnc4c3)N3CCC[C@@]123	0	-3	1	-1.4	0	1	-2	0.0	-2
Cc1ccc2[nH]c(=O)c(CN(CCCN3CCOCC3)Cc3nnnn3C3CCCC3)cc2c1	-4	4	4	-0.9	3	2	5	0.0	-3
COc1ccc(CN2CCN(Cc3cccc(OC)c3)C(CCO)C2)cc1 (stereo not given)	-4	8	-1	0.5	2	2	-3	-0.2	-1
COC(=O)c1ccc(C)c(NC(=O)CCn2[nH]c(=O)ccc2=O)c1	.	.	.	.	0	0	2	0.2	.
COCCCNC(=S)N1CCCC(c2nc3cc(C)c(C)cc3[nH]2)C1 (stereo not given)	7	3	7	2.7	-4	1	11	-0.2	5
CC(=O)N1CCN(S(=O)(=O)c2cccc(C(=O)OCC(=O)N3CC(=O)Nc4ccccc43)c2)CC1	-2	-4	3	1.4	12	0	-7	0.3	-1
CC(C)c1ccc(CCNC(=O)c2ccc([N+](=O)[O-])cc2)cc1	1	-1	2	0.7	7	0	5	-0.1	2
CCn1c(=O)n(CC)c2cc(NC(=O)CSc3ccc([N+](=O)[O-])cn3)ccc21	1	-22	-2	-1.5	-1	0	3	0.2	3
O=C(Cn1nc(C(=O)O)c2ccccc2c1=O)NCC1CCCO1 (stereo not given)	-8	-2	7	-0.9	5	0	1	0.0	1
Cc1cccc(/C=N/Nc2cc(N3CCOCC3)nc(N3CCOCC3)n2)c1	0	7	-1	-0.3	22	0	7	0.0	7
CC(=O)c1ccc(OCCCCOc2ccc(C(C)=O)cc2)cc1	-9	2	1	0.5	15	5	3	0.2	-3
Clc1ccc(/C=N/c2c(-c3ccco3)nc3ccccn23)cc1	0	47*	39*	-6.1	-9	11	45*	0.1	8
COc1ccc(CN2C(=O)CS(=O)CC2=O)cc1OC	-6	-1	0	2.6	9	0	7	-0.3	3
COc1ccc(C2=NS(=O)(=O)N(C)C(C(=O)NC(C)c3ccccc3)=C2)cc1 (stereo not given)	2	3	9	-4.1	1	0	-9	-0.1	-1
CNC(=S)N(Cc1cccs1)Cc1cc2cc(OC)c(OC)cc2[nH]c1=O	-8	20	8	2.7	-4	0	1	-0.6	5
CCNC(=S)NNC(=O)c1csc2ccccc12	-1	2	1	-0.3	-4	1	-17	-0.5	-2
Cc1cccc(C(=O)Nc2ccc(C(=O)/C=C/c3cccs3)cc2)c1	-14	8	2	0.9	13	0	-3	-0.1	-11
Fc1ccccc1-c1nc(-c2ccncc2)no1	0	7	6	0.5	9	0	4	0.0	-1
C[C@@H]1CN([C@H](C)CO)C(=O)c2cc(NC(=O)Nc3ccc(C(F)(F)F)cc3)ccc2O[C@H]1CN(C)Cc1ccc(Cl)c(Cl)c1	.	.	.	.	-9	4	5	0.2	.
Cc1cc2c(c(=O)n1CC1CCCO1)C(c1ccc3c(c1)OCO3)C(C#N)=C(N)O2 (stereo not given)	1	2	11	0.7	-9	0	0	-0.2	-2
Cc1noc(/C=C/c2ccco2)c1S(=O)(=O)N1CCC(C(=O)N(C)Cc2ccccc2)CC1	-2	-13	-3	6.7	13	5	-1	0.1	1
CN(c1ccccc1C(=O)Nc1ccc(CC#N)cc1)S(=O)(=O)c1ccccc1	2	6	3	-0.9	0	2	5	0.0	-1
Clc1ccc(OCCCn2cncn2)cc1Cl	3	1	6	-0.3	1	3	-3	0.2	4
Cn1cccc1/C=C1\SC(=S)N(NC(=O)c2ccccc2Cl)C1=O	0	-102	-63	.	9	6	-118	0.2	2
CC1CCN(S(=O)(=O)c2ccc(C(=O)NCc3ccc4c(c3)OCO4)cc2)CC1	-4	7	-5	1.3	17	0	6	0.5	-1
COCCNc1nc2ccccc2n2cnnc12	1	-5	0	6.8	14	0	4	-0.5	-1
O=[N+]([O-])c1cccc(-c2ccc(SCc3cccnc3)nn2)c1	-2	3	3	1.9	5	4	3	0.5	-2
COc1ccc(-n2nc3c(c2NC(=O)c2c(-c4ccccc4Cl)noc2C)CS(=O)(=O)C3)cc1	-7	1	1	0.4	-1	0	-1	0.1	3
Cc1nc(-c2ccc(-c3ccon3)s2)no1	-2	7	2	-0.6	19	2	4	-0.2	0
CC1=C(C(N)=O)C(c2cccs2)NC(=O)N1 (stereo not given)	-7	-1	3	-0.7	0	0	3	-0.1	-4
Cc1cc(Br)ccc1NC(=O)CNC(=O)c1cnn(C)c1	-1	-22	-6	.	-5	0	3	-0.1	.
O=C(C/C=N\OCc1ccc([N+](=O)[O-])cc1)Nc1ccc(Cl)cc1	0	3	6	0.3	-2	2	5	0.0	0
CCSc1nc(C)c(C(C)=O)cc1C#N	-1	-4	-1	3.4	-1	0	9	-0.1	0
C=CCOC(=O)C1=C(C)NC(SCC(N)=O)=C(C#N)C1c1ccc(C)cc1 (stereo not given)	-12	10	5	0.9	6	1	-5	-0.1	-3
CC(=O)N1CCN(C(=O)c2cc(S(=O)(=O)Nc3ccc(S(C)(=O)=O)cc3)ccc2Cl)CC1	1	5	1	-1.7	2	6	3	-0.1	1
O=C(Oc1cccc(NC(=O)c2ccco2)c1)c1ccc(Br)c(S(=O)(=O)N2CCCCC2)c1	-23	-6	3	1.6	18	0	-1	0.3	-25
Cc1onc(-c2ccccc2Cl)c1C(=O)N1CCN(c2ncccn2)CC1	-6	1	3	-2.5	3	0	-5	0.0	-2
COc1ccc(/C(N)=N/OC(=O)c2ccc(C)c([N+](=O)[O-])c2)cc1OC	-2	7	2	2.6	12	3	-2	-0.1	-2
Cc1ccc(-c2csc(C3C(N)=NC(S)=C(C#N)C34CCCCC4)n2)cc1 (stereo not given)	5	-22	-1	0.8	10	2	-16	0.1	1
Cc1c(C(=O)O)nnn1-c1nonc1N	2	14	8	0.8	-2	0	-7	-0.1	-2
Cc1cccc(NC(=O)c2nc[nH]c2C(=O)NCCN(CCNC(=O)c2[nH]cnc2C(=O)Nc2cccc(C)c2)CCNC(=O)c2[nH]cnc2C(=O)Nc2cccc(C)c2)c1	.	.	.	.	7	0	0	0.5	.

Sorted by SMILES length (smallest number first): some entries from above
SMILES	PME-1 primary	MCL1-BIM inh	Bcl-xL primary	MEX-5 binding	VLA-4 inh	GRK2 aptamer HTS	GLD-1 RNA inh	Efflux pump mplx	Fam108B inh
Cc1nc(-c2ccc(-c3ccon3)s2)no1	-2	7	2	-0.6	19	2	4	-0.2	0
O=C(Oc1cccc(NC(=O)c2ccco2)c1)c1ccc(Br)c(S(=O)(=O)N2CCCCC2)c1	-23	-6	3	1.6	18	0	-1	0.3	-25
CCN1C(=O)[C@H]2[C@@H](c3ccc(-c4ccc(F)cc4)c(OC)c3)N3CCCC[C@@]3(C(=O)OC)[C@H]2C1=O	.	.	.	.	-12	1	-3	-0.3	.

(next part)
SMILES	PME-1 primary	MCL1-BIM inh	Bcl-xL primary	MEX-5 binding	VLA-4 inh	GRK2 aptamer HTS	GLD-1 RNA inh	Efflux pump mplx	Fam108B inh
CN(C1CCS(=O)(=O)C1)S(=O)(=O)c1cccs1 (stereo not given)	-4	0	2	-2.7	17	0	10	0.0	1
COc1ccc(NS(=O)(=O)c2ccc(C)c(C(=O)OC(C)C(=O)N3CCOCC3)c2)cc1 (stereo not given)	1	7	1	0.0	0	0	-2	0.1	1
Cn1c2ccccc2c2cnn(CC(=O)Nc3ccc(Cl)cc3)c(=O)c21	-32	-5	0	-1.6	-2	0	-2	-0.1	-28
COc1nn(C(C)C(=O)N2N=C(C(F)F)CC2(O)C(F)F)cc1[N+](=O)[O-] (stereo not given)	0	3	-1	1.1	-3	4	4	-0.1	0
CCCCOC(=O)Nc1nnc(CCOCC)s1	2	-2	2	0.4	4	3	1	-0.1	1
NS(=O)(=O)c1ccc(CCNC(=O)COC(=O)CN2C(=O)C3CCCCC3C2=O)cc1 (stereo not given)	3	-2	3	-0.9	6	1	3	0.0	2
COc1ccc(-c2noc(CNC(=O)CCN3C(=O)[C@H]4CC=CC[C@H]4C3=O)n2)cc1	4	10	5	2.6	31	5	-4	0.0	0
O=C(c1cccnc1)N1CCN(Cc2cccc(Br)c2)CC1	3	8	5	-1.5	10	0	3	0.1	-2
Cc1ccccc1C(=O)N/N=C/c1ccsc1C	0	-12	2	3.4	21	0	-2	0.3	0
CCCCCCCCCc1nc2sc3c(c2c(=O)n1NC(=O)c1ccccc1[N+](=O)[O-])CC(C)(C)OC3	-15	4	2	1.8	1	3	2	0.0	-12
CC(C)(C)NC(=O)Cn1c(Cl)nc2ccccc21	0	-2	4	0.5	6	2	1	0.1	-9
